M1 ag: agonists of human M1 muscarinic receptor; activation, % at 3 µM; actives 0.33% (n = 360,000); CHO-K1 hM1, Fluo-8 calcium fluorescence, agonist mode; 0% DMSO, 100% acetylcholine EC100;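 active = activation above the run's mean compound activation plus 3 SD, cut at about 16% in these data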;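 also: peak over basal fluorescence ratio within a 140 s kinetic read after compound addition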
M1 PAM: potentiates human M1 receptor response to acetylcholine | P11229 | CHO-K1 hM1, Fluo-8 calcium fluorescence, ACh EC20; 0% = ACh EC20, 100% = maximal ACh | activation, % at 3 µM | actives 0.088% (n = 360,000) | AID 588819; in the data active = activation above about 19%, passing the limit was not always enough
TAAR1 ag: agonists of human TAAR1; Q96RJ0; CHO RD-HGA16 TAAR1, Fluo-8 calcium fluorescence; vehicle wells 0%, saturating PEA agonist 100%; activation, % at 3 µM; actives 0.99% (n = 360,000); AID 624467;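 active = activation above the mean activation of all test compounds in the run plus 3 SD, cut at about 38% in these data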
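System: CHO-derived RD-HGA16 cells with stable Gα16 and human TAAR1 / Times: 17-24 h plating, Fluo-8 75 min 37 °C, 30 min RT / Technique: calcium-sensitive Fluo-8 signal, excitation 470-495, emission 515-575 nm / Measure: % activation relative to PEA EC100 response / Benchmarks: DMSO and PEA EC100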
OXTR agonist: activates the human oxytocin receptor; activation, % at 3 µM; P30559; AID 2435; CHO-OTR cells, Fluo-8 calcium fluorescence; normalized: DMSO 0%, oxytocin 100%; actives 0.32% (n = 320,000);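 active = activation above the mean of all tested compounds plus 3 SD, cutoff set per screening run, cut at about 20% in these data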;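 also: peak over basal fluorescence ratio from a 100 s FLIPR kinetic read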
TAAR1 antag: human TAAR1 antagonism. inhibition, % at 3 µM. actives 1.5% (n = 360,000). Q96RJ0. CHO RD-HGA16 TAAR1, Fluo-8 calcium fluorescence, antagonist;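 active = inhibition above a per-plate cutoff, the mean inhibition of test compounds on that plate plus 3 SD, cut at about 49% in these data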;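 also: 0% = DMSO plus EC80 beta-PEA response and 100% = DMSO alone without agonist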
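Test system: RD-HGA16 CHO cells with stable hTAAR1 and Gα16 / Probe or stimulus: EC80 β-phenethylamine stimulus / Times: seeding 17-24 h prior, 75-min 37 °C, 30-min RT dye loading / Detection: Fluo-8 calcium-sensitive fluorescence / Read-out basis: % inhibition scaled between DMSO and EC80 PEA controls / Repeats: singlicate, one well per test compound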
CHRM1 antagonist: human CHRM1 antagonism; P11229; CHO-K1 hM1, Fluo-8 calcium fluorescence, ACh EC80 antagonist; inhibition, % at 3 µM; actives 1.3% (n = 360,000); AID 588852;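 active = percent inhibition above its own plate's cutoff, namely the mean of that plate's compound wells plus 3 SD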;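 also: peak over basal fluorescence ratio during 140 s after agonist addition; 0% = ACh EC80 plus DMSO and 100% = DMSO alone without agonist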
OXTR potentiate: potentiators of human oxytocin receptor. P30559. CHO-OTR cells, Fluo-8 calcium fluorescence, potentiator mode; 0% = oxytocin EC15, 100% = EC100. activation, % at 3 µM. actives 0.061% (n = 320,000);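 active = activation above that plate's cutoff, the mean activation of tested compounds plus 3 SD, cut at about 6.6% in these data, passing the limit was not always enough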;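 also: 100% uses oxytocin at 75 nM as the full agonist control; some results filed as inactive read as strong as hits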
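Assay system: CHO-OTR cells, human receptor / Also added: oxytocin at about EC15, sub-maximal agonist stimulus / Dosing: single dose, 3.0 µM nominal final compound concentration / Incubation: 6 min pre-incubation, 100 s read / Technique: Fluo-8 calcium dye fluorescence / Read-out: % activation vs EC15 and EC100 oxytocin / Benchmarks: EC15 oxytocin low, 75 nM oxytocin high / Replicates: singlicate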
CHO parental Ca: signal in parental CHO cells, OX1R antagonist counter-screen. parental CHO-K1, ATP-induced calcium, Fluo-8 fluorescence. inhibition, % at 5.6 µM. actives 0.63% (n = 330,000). AID 463079;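 active = inhibition above that plate's mean sample inhibition plus 3 SD, cut at about 26% in these data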;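 also: 0% = ATP-challenged DMSO wells and 100% = DMSO wells without ATP; some compounds past the cut are filed as inactive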
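Test system: untransfected parental CHO cell line. Compound: one dose, 5.6 µM nominal. Detection: intracellular calcium via Fluo-8 no-wash fluorescent dye. Measure: % inhibition. Benchmarks: ATP-challenged DMSO wells low, unchallenged DMSO wells high.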
V1R ag counter: counter-screen for oxytocin receptor agonists: human V1a receptor agonists. CHO-V1R cells, Fluo-8 calcium fluorescence, agonist mode; 0% DMSO, 100% 3 nM vasopressin. actives 0.25% (n = 320,000). AID 2797. P37288. activation, % at 3 µM;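 active = activation above the mean activation of all tested compounds plus 3 SD, per screening run, cut at about 20% in these data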;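 also: signal is peak over basal fluorescence ratio across a 100 second FLIPR read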
Target sequence (P37288 whole entry, looked up): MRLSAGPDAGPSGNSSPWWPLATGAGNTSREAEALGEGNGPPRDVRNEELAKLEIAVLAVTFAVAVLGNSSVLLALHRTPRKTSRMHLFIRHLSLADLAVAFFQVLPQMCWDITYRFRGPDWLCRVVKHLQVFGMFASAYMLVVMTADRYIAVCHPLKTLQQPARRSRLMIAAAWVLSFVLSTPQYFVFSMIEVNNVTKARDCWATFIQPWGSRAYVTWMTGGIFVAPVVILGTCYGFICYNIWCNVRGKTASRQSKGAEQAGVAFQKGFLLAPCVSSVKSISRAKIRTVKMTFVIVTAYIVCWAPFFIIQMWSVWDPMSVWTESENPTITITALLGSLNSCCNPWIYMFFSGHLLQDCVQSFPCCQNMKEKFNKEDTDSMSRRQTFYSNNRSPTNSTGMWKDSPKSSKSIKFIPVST
Active calls of the source: *; nt = not tested or not shown. An unsorted share of the library; about 3.7% have a hit in one of these screens.

1) O=C(NCc1ccccc1)c1cccc(Br)n1
2) COc1ccc(N(CC(=O)N2CCOCC2)S(C)(=O)=O)cc1Cl
3) CCn1c(SCC(=O)N2c3ccccc3Sc3ccccc32)nc2c1c(=O)n(C)c(=O)n2C
4) Cc1cc([N+](=O)[O-])c(-c2ccc(/C=N/n3cnnc3)o2)cc1Cl
5) O=C(Nc1ccc(F)cc1)N1CCN(c2ccc3nnc(-c4ccc(F)cc4)n3n2)CC1
6) C=CCOC(=O)Nc1snnc1C
7) Cc1cc(C(C)(C)CC(C)(C)C)ccc1OCCOCC[N+](C)(C)Cc1ccccc1
8) CCOc1cccc(CN2CCC(n3nccc3NC(=O)C3CCCC3)CC2)c1

Assay by compound	1	2	3	4	5	6	7	8
M1 ag	-5.4	-3.1	-1.8	-4.2	-8.7	0.2	-7.3	-4.8
M1 PAM	-0.7	8.5	3.4	5.0	-7.4	2.9	-23.0	1.8
TAAR1 ag	1.0	-1.1	5.4	8.8	-0.5	14.0	81.4*	4.2
OXTR agonist	-0.7	0.6	-0.6	0.8	0.1	0.2	36.7*	-1.9
TAAR1 antag	13.7	4.7	7.4	-1.7	10.8	-3.9	75.1*	-9.0
CHRM1 antagonist	1.2	-9.8	7.7	-1.2	-0.6	-36.2	12.1	-4.2
OXTR potentiate	-3.9	1.1	-3.3	1.4	-1.4	-5.1	-10.2	-5.5
CHO parental Ca	-21.1	-5.2	-11.9	-18.0	-11.5	-10.8	28.1	-8.7
V1R ag counter	-0.2	1.4	0.4	-0.4	-0.1	0.6	21.3*	0.5

Some of these compounds in order of the M1 ag value, highest first:
No.	smiles	M1 ag
2	COc1ccc(N(CC(=O)N2CCOCC2)S(C)(=O)=O)cc1Cl	-3.1
4	Cc1cc([N+](=O)[O-])c(-c2ccc(/C=N/n3cnnc3)o2)cc1Cl	-4.2
8	CCOc1cccc(CN2CCC(n3nccc3NC(=O)C3CCCC3)CC2)c1	-4.8
1	O=C(NCc1ccccc1)c1cccc(Br)n1	-5.4
7	Cc1cc(C(C)(C)CC(C)(C)C)ccc1OCCOCC[N+](C)(C)Cc1ccccc1	-7.3

More entries.
9) O=C(O)c1ccc(NS(=O)(=O)c2cc(Cl)ccc2Cl)cc1O
10) O=C(O)c1ccc2c(c1)C(=O)N(CCc1ccccc1)C2=O
11) CCCCC(=O)Nc1c(-c2cccc(OC)c2)c(=O)c2ccccc2n1C
12) CCn1c(=O)c2cc(C(=O)NC(C)C)sc2c2ccccc21
13) COc1cc(SC)ccc1C(=O)OCC(=O)NCCNC(=O)COC(=O)c1ccc(SC)cc1OC

Assay by compound	9	10	11	12	13
M1 ag	-0.7	0.4	2.2	-5.0	-4.9
M1 PAM	11.3	2.6	9.5	-2.7	3.9
TAAR1 ag	-0.7	10.7	0.1	2.2	4.0
OXTR agonist	0.1	-0.5	nt	-1.7	-0.3
TAAR1 antag	10.0	-16.4	-6.8	-12.1	-21.6
CHRM1 antagonist	-12.1	2.5	-7.9	-8.5	-2.9
OXTR potentiate	-3.8	-12.1	nt	-1.8	-4.5
CHO parental Ca	9.4	-5.2	nt	-0.2	-14.9
V1R ag counter	0.1	0.6	nt	-0.3	1.3

2 records drawn at random from the list so far:
13) COc1cc(SC)ccc1C(=O)OCC(=O)NCCNC(=O)COC(=O)c1ccc(SC)cc1OC
9) O=C(O)c1ccc(NS(=O)(=O)c2cc(Cl)ccc2Cl)cc1O

Assay by compound	13	9
M1 ag	-4.9	-0.7
M1 PAM	3.9	11.3
TAAR1 ag	4.0	-0.7
OXTR agonist	-0.3	0.1
TAAR1 antag	-21.6	10.0
CHRM1 antagonist	-2.9	-12.1
OXTR potentiate	-4.5	-3.8
CHO parental Ca	-14.9	9.4
V1R ag counter	1.3	0.1
